KCNQ1 pot – human KCNQ1 channel potentiation or activation; P51787; 0.35% of 310,000 active; AID 2648; B-score at 10 µM; CHO-K1 KCNQ1, thallium flux FluxOR fluorescence; stronger effect = higher value;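 active = fluorescence ratio B-score, a plate-corrected score, at least three library SD, with initial intensity B-score within 5 SD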
Target sequence (P51787 whole entry, looked up): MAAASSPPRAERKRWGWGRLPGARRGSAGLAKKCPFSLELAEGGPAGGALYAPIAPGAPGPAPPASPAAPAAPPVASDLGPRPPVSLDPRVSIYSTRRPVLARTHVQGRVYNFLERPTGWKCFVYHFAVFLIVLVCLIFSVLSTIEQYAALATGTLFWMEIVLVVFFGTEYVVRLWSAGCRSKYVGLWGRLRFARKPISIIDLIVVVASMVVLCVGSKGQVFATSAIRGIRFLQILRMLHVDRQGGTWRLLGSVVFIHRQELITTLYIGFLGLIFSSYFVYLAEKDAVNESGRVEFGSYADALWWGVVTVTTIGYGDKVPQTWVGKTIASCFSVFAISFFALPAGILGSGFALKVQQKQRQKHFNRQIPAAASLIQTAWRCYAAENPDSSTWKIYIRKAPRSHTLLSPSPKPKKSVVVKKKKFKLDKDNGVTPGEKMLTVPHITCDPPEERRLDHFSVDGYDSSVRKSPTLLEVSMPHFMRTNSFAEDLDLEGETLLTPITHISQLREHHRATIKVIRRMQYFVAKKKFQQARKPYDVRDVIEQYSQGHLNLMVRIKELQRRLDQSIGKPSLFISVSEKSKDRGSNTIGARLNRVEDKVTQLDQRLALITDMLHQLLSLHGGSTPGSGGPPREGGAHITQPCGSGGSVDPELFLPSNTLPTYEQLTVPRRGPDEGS
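Assay system: stable KCNQ1 CHO-K1 line; medium: assay buffer, equal DMSO in all wells; timing: 90 min dye loading and 20 min compound exposure, both at room temperature; technique: kinetic FluxOR thallium fluorescence, 10-s 1-Hz baseline, 110-s post-stimulus read; read-out basis: B score of baseline-normalized fluorescence ratio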
TRPC4 agonist – TRPC4 (mouse) channel activation. HEK293 TRPC4beta/mu-opioid, Fluo4 calcium fluorescence; stronger effect = higher value. B-score at 10 µM. 0.49% of 310,000 active. AID 2237;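 active = B-score above 5 SD of library B-scores, and initial fluorescence ratio not above library mean plus 5 SD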;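 also: positive B-score marks a calcium rise read as TRPC4 activation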
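Material: HEK293 stable line with TRPC4beta plus mu-opioid receptor; technique: Fluo4 calcium-sensitive dye fluorescence, kinetic, 1 Hz baseline; timing: Fluo4 dye loading 45 min at room temperature, 110 s recording; controls: assay buffer as low control, maximal DAMGO as high control; read-out: integrated baseline-normalised fluorescence ratio, converted to per-well B score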
KCNK3 inh – human KCNK3 channel inhibition, primary screen | O14649 | CHO-KCNK3 thallium flux, FluxOR fluorescence; stronger effect = lower value | B-score at 10 µM | 0.84% of 340,000 active;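 active = B-score under library mean minus 4 SD, starting fluorescence ratio at most library mean plus 5 SD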;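 also: more negative B-score means stronger inhibition of thallium flux through KCNK3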
Target sequence (O14649 whole entry, looked up): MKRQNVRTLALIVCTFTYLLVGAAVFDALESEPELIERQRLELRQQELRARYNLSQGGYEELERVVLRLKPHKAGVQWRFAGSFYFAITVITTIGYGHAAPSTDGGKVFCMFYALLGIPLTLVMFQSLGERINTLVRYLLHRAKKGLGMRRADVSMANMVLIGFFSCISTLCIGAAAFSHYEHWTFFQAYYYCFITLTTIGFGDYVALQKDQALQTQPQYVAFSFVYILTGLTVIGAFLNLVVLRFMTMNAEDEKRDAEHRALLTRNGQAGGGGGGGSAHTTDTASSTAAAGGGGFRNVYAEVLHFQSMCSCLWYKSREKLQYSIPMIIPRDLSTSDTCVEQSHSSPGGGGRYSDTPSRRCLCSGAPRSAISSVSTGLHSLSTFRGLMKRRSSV
TMEM16A act – activates or potentiates the mouse TMEM16A chloride channel; 0.3% of 340,000 active; Q8BHY3; B-score at 10 µM; HEK293 TMEM16A/YFP-H148Q/I152L, iodide quench fluorescence; stronger effect = lower value; AID 623877;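 active = fluorescence-ratio B-score plate-corrected deviation score at least 3 library SD below zero, with starting fluorescence score within 5 deviations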;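 also: channel opened by trigger with iodide after compound preincubation; score built on the fluorescence ratio of max minus min over baseline; more negative score means more quench and so TMEM16A activation or potentiation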
TMEM16A inh – mouse TMEM16A channel inhibition, primary screen; HEK293 TMEM16A/YFP iodide influx fluorescence, ionomycin; normalized B-score (activity score, 25-100; higher = stronger inhibition) at 10 µM; 1.2% of 310,000 active; AID 588511;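 active = ratio plate-corrected score three or more library SD toward inhibition, starting fluorescence score within five deviations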;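 also: score derived from kinetic fluorescence span divided by baseline fluorescence per well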
hERG rescue – hERG (human) protection from proarrhythmic block. CHO-hERG, FluxOR thallium flux, dofetilide IC70 present. activation (rescue from dofetilide block), less the hit threshold, % at 10 µM. 0.51% of 310,000 active. AID 1511;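 active = activation above the mean of controls blocked by dofetilide plus 5 SD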;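 also: thallium influx through hERG after potassium depolarization seen as dye fluorescence rise; in these data hits start at about 4.7%; inactives centre near -7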
KCNQ1 block – human KCNQ1 channel inhibition; P51787; CHO-K1 KCNQ1, FluxOR thallium flux fluorescence; stronger effect = higher value; B-score at 10 µM; 1.3% of 310,000 active; AID 2642;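 active = compounds whose thallium flux B-score, printed positive for inhibition, exceeds three library SD while starting fluorescence stays within three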;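 also: channel opened by potassium depolarization with thallium stimulus after 20 min compound exposure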
KCNK9 block – human KCNK9 channel inhibition; AID 488922; HEK293 KCNK9, FluxOR thallium flux fluorescence; stronger effect = lower value; Q9NPC2; B-score at 10 µM; 1.2% of 310,000 active;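 active = ratio B-score over 3 SD below the library mean, with starting fluorescence within 5 SD of its mean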;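 also: negative B-score means less thallium flux so channel inhibition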
HDAC3 inh – blocks human histone deacetylase 3; recombinant HDAC3, fluorogenic peptide/trypsin coupled, fluorescence; 0.15% of 320,000 active; AID 2718; inhibition, % at 8.3 µM; O15379; in the data active = inhibition above about 26%, passing the limit was not always enough
TRPC4 PAM – allosterically enhances the mouse TRPC4 cation channel | Q9QUQ5 | HEK293 TRPC4beta/mu-opioid, DAMGO EC20, Fluo-4 Ca2+ flux; stronger effect = higher value | B-score at 10 µM | 0.42% of 310,000 active;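 active = B-score of calcium response area above 5 SD of library B-scores, with initial fluorescence ratio within 5 SD of library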;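 also: B-score of integrated fluorescence ratio over time as area under calcium response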
Dyrk1A ADPGlo – Dyrk1A (rat) kinase inhibition; ADP-Glo luminescence, NFATc1 peptide; 0.43% of 310,000 active; AID 504441; Q63470; inhibition, % at 12.5 µM; in the data active = inhibition above about 50%;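 also: plate controls were vehicle with enzyme for no effect and no enzyme for full effect; many of its hits are not listed in these tables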
The depositor's hits bear a star; i = inactive; nt = not tested or not shown. The list is partial. The share of hits here may be higher or lower than overall.

No. | Molecule | KCNQ1 pot | TRPC4 agonist | KCNK3 inh | TMEM16A act | TMEM16A inh | hERG rescue | KCNQ1 block | KCNK9 block | HDAC3 inh | TRPC4 PAM | Dyrk1A ADPGlo
1 | CC(=O)NC(N(C#N)c1nc(Cl)nc(N(C)C)n1)C(Cl)(Cl)Cl (stereo not drawn) | i | i | i | i | i | 2 | i | i | -3 | i | 2
2 | O=C1CCCN1Cc1ncnn1-c1ccccc1 | i | i | i | i | i | -6 | i | i | -7 | i | -4
3 | Cc1c(NC(=O)c2ccc(Cl)s2)c(=O)n(-c2ccccc2)n1C | i | i | i | i | i | -5 | i | i | 1 | i | 2
4 | O=C(NCCCn1ccnc1)c1sc2cccc(F)c2c1Cl | i | i | i | i | i | -8 | i | i | 6 | i | 16
5 | CCn1c(CNC(=O)c2ccco2)nnc1SCC(=O)c1ccc(F)cc1 | i | i | i | i | i | -4 | i | i | -4 | i | 14
6 | N#CC1=C(N)NC(=S)C(C(N)=O)C1c1ccc(Cl)cc1Cl (stereo not drawn) | i | i | i | i | i | -14 | i | i | 0 | i | nt
7 | O=C(Cn1ccnc1[N+](=O)[O-])NCc1ccccc1 | i | i | i | i | i | nt | i | i | -4 | i | -1
8 | O=S(=O)(Cc1ccccc1)N1CCN(Cc2ccc(F)cc2Cl)CC1 | i | i | i | i | i | -4 | i | i | -2 | i | 1
9 | COc1cccc(N(C(=O)Cn2nnc(-c3ccc(C)o3)n2)C(C(=O)NC(C)(C)C)c2cccs2)c1 (stereo not drawn) | i | i | i | i | i | 6.4* | i | i | -2 | i | 5
10 | Cc1cccc(N2CCN(S(=O)(=O)c3ccc4c(c3)C(C)(C)C(=O)N4C)CC2C)c1 (stereo not drawn) | i | i | i | i | i | -6 | i | i | -1 | i | -6
11 | CCC(=O)N1CCN(c2cc(C)ccc2C)CC1 | i | i | i | i | i | -1 | i | i | 3 | i | -2
12 | C=CCc1cc(/C=N\NC(=O)CSc2nnc(CCCc3ccc(OC)c(C)c3)o2)cc(OC)c1O | i | i | i | i | i | -7 | i | i | 4 | i | 3
13 | Cn1cc(Cl)c(-c2n[nH]c(=S)n2-c2ccc(F)cc2)n1 | i | i | i | i | i | -4 | i | i | 6 | i | -7
14 | CCOc1ccc(N(CC(=O)NCC2CCCO2)S(=O)(=O)c2ccc(OC)c(OC)c2)cc1 (stereo not drawn) | i | i | i | i | i | -3 | i | i | -2 | i | 3
15 | COc1cc(OC)cc(C(=O)NCC(=O)OCC(=O)c2ccc3c(c2)-c2ccccc2C3)c1 | i | i | i | i | i | -8 | i | i | 3 | i | 6
16 | c1ccc2c(c1)[nH]c1ccccc12 | i | i | i | i | i | -4 | i | i | 4 | i | -6
17 | O=C(CCl)N(c1ccc(Cl)cc1)c1c[nH]c2ccccc12 | i | i | i | i | i | -17 | i | i | 0 | i | 1
18 | FC(F)(F)c1cnc(Sc2nnc(-c3cccs3)n2CC2CCCO2)c(Cl)c1 (stereo not drawn) | i | i | i | i | i | -12 | i | i | 0 | i | -17
19 | COc1ccc(N2CCN(c3nc(NCCO)nc(N4CCOCC4)n3)CC2)cc1 | i | i | i | i | i | -2 | i | i | 1 | i | -10
20 | Cc1ccc(C(=O)NN=C2CCCCCC2)s1 | i | i | i | i | i | -14 | i | i | 0 | i | 2
21 | CCOC(=O)C1=NN(C(C)=O)C2C(=O)N(CC)C(=O)C12 (stereo not drawn) | i | i | i | i | i | -7 | i | i | -2 | i | nt
22 | CCOc1ccc(Nc2nc(Cc3nnc(SCC(=O)N(CC)CC)n3C)cs2)cc1 | i | i | i | i | i | -6 | i | i | 5 | i | 3
23 | C/C(=N\NC(=O)c1ccc(O)cc1)c1cccc(NC(=O)c2ccc(Cl)cc2)c1 | i | i | i | i | i | -6 | i | i | -4 | i | 6
24 | O=C(N/N=C/c1sc(=O)[nH]c1-[n+]1ccccc1)c1ccccc1[O-] | i | i | i | i | i | -10 | i | i | 5 | i | 3
25 | O=C(NCCN1CCN(Cc2ccccc2Cl)CC1)Nc1ccccc1 | i | i | i | i | i | -2 | i | i | -3 | i | 3
26 | Cc1nc2ccccc2c(=O)n1CC(=O)N1CCOCC1 | i | i | i | i | i | -6 | i | i | -1 | i | -7
27 | COc1ccc(-n2nnc3c(SCC(=O)NCc4ccco4)ncnc32)cc1 | i | i | i | i | i | -7 | i | i | -9 | i | -9
28 | COc1ccc2cc(C(=O)N3CCN(C)CC3)[nH]c2c1 | i | i | i | i | i | -10 | i | i | -11 | i | 2
29 | CC1CCCCN1C(=O)c1cc2c(=O)n3ccccc3nc2s1 (stereo not drawn) | i | i | i | i | i | -8 | i | i | -42 | i | 1
30 | CCCN(CCC)S(=O)(=O)c1ccc(Cl)c([N+](=O)[O-])c1 | i | i | i | i | i | -7 | i | i | -7 | i | 0
31 | Cc1cccn2c(=O)c3cc(C#N)c(=N)n(CCN4CCOCC4)c3nc12 | i | i | i | i | nt | 1 | i | i | nt | i | 1
32 | Cc1cc(C)n(CCNS(=O)(=O)c2ccc(C)c(C)c2)n1 | i | i | i | i | i | -5 | i | i | 1 | i | -5
33 | O/N=C1/CCCCc2sccc21 | i | i | i | i | i | -11 | i | i | -9 | i | -2
34 | Cc1ccc(S(=O)(=O)/C(C#N)=C/c2c(N3CCN(C)CC3)nc3ccccn3c2=O)cc1 | i | i | i | i | i | -14 | i | i | 5 | i | 1
35 | CCOC(=O)c1sc(NC(=O)CN(CC)CC)c(C(=O)OCC)c1C | i | i | i | i | i | -3 | i | i | -1 | i | 1
36 | Cc1c(NC(=O)CSC(=S)N2CCCC2)c(=O)n(-c2ccccc2)n1C | i | i | i | i | i | -7 | i | i | nt | i | -1
37 | CCC1Oc2ccc(C)cc2N(CC(=O)N(Cc2ccc(C)o2)C2CC(C)(C)NC(C)(C)C2)C1=O (stereo not drawn) | i | i | i | i | i | -5 | i | i | 8 | i | -2
38 | O=C(COc1ccccc1F)Nc1ccc(S(=O)(=O)NCc2ccco2)cc1 | 8* | i | i | nt | i | -10 | i | i | -1 | i | 0
39 | CC(C)c1nnc(NC(=O)c2ccc3ccccc3c2)s1 | i | i | i | i | i | -6 | i | i | 4 | i | 0
40 | COc1cc(SC)ccc1C(=O)Nc1ccc(C)cc1C | i | i | i | i | i | -2 | i | i | 1 | i | 6
41 | Nc1c(Cl)c(Cl)nc(C(=O)N/N=C/c2ccco2)c1Cl | i | i | i | i | i | -10 | i | i | 0 | i | 1
42 | COc1ccc(C(=O)OC(C)C(=O)NC(C)CCc2ccccc2)cc1[N+](=O)[O-] (stereo not drawn) | i | i | i | i | i | -8 | i | i | -2 | i | -3
43 | O=[N+]([O-])CC(=Nc1ccc(Cl)cc1)N/N=C\c1oc(O)c2ccccc12 | i | i | i | i | i | -6 | i | i | 6 | i | 2
44 | CC1(C)CC(=O)C(C=NCC2CCNCC2)=C(O)C1 | i | i | i | i | i | -15 | i | i | -1 | i | nt
45 | Cc1ccc(C)c(-n2ccnc2SCC(N)=O)c1 | i | i | i | i | i | -17 | i | i | 8 | i | nt
46 | COc1ccc(NC(NC(=O)c2ccc(OC)cc2)C(Cl)(Cl)Cl)cc1 (stereo not drawn) | i | i | i | i | i | -9 | i | i | 1 | i | -4
47 | CCOc1ccc(N2C(=O)CC(N3CCN(c4ccc([N+](=O)[O-])cc4)CC3)C2=O)cc1 (stereo not drawn) | i | i | i | i | i | -5 | i | i | -2 | i | 12
48 | CN(Cc1c(F)cccc1Cl)C(=O)c1ccc(NC(=O)CC2SC(N3CCCC3)=NC2=O)cc1 (stereo not drawn) | i | i | i | i | i | -14 | i | i | -4 | i | 11
49 | Cc1csc2nc(CNS(=O)(=O)c3cccnc3)cn12 | i | i | i | i | i | 4 | i | i | -3 | i | -1
50 | COc1ccc(-n2c(SCC#N)nc3ccccc3c2=O)cc1 | i | i | i | i | i | -4 | i | i | -2 | i | 13
51 | COc1cccc(/C=N/Nc2nn3cnnc3c3ccccc23)c1 | i | i | i | i | i | -8 | i | i | -1 | i | 2
52 | CCC1(CC)C(=O)C2=C3C1[C@H](C(=O)OC)C=C(C(=O)OC)C[C@H]3[C@H]1C(=O)N(Cc3ccccc3)C(=O)[C@H]1[C@H]2C (stereo partly drawn) | i | i | i | i | i | -10 | i | i | 4 | i | 1
53 | Oc1ccccc1/C=N/n1cnnc1 | i | i | i | i | i | -5 | i | i | 3 | i | 4
54 | Cc1ccc(S(=O)(=O)N2C(=O)/C(=C3\SC(=S)NC3=O)c3ccccc32)cc1 | i | i | nt | nt | i | 3 | i | i | 7 | i | nt
55 | COc1cccc(CC2(CO)CCCN(Cc3ccccc3Cl)C2)c1 (stereo not drawn) | i | i | i | i | i | -5 | i | i | 6 | i | -6
56 | C=CCN1C(=O)/C(=C/c2ccc(N(C)C)cc2)S/C1=N\c1nnc(CC)s1 | i | i | nt | nt | nt | -10 | i | i | nt | i | nt
57 | CCOC(=O)c1ccc(-n2cc(C(=O)c3cccnc3)nn2)cc1 | i | i | i | i | i | -4 | i | i | 2 | i | 2
58 | CCOc1ccc(S(=O)(=O)N2CCCC(C(=O)NCc3ccncc3)C2)cc1C (stereo not drawn) | i | i | i | i | i | -11 | i | i | -3 | i | -5
59 | COC(=O)c1ccc(CSc2nnc(-c3ccc4c(c3)OCO4)n2-c2ccccc2)o1 | i | i | i | i | i | -6 | i | i | 8 | i | -2
60 | O=C(COc1ccc(-c2ccccc2)cc1)NNC(=O)Nc1ccc(F)cc1F | i | i | i | i | i | -7 | i | i | -14 | i | 0

Going on with the list.
No. | Molecule | KCNQ1 pot | TRPC4 agonist | KCNK3 inh | TMEM16A act | TMEM16A inh | hERG rescue | KCNQ1 block | KCNK9 block | HDAC3 inh | TRPC4 PAM | Dyrk1A ADPGlo
61 | CCOC(=O)Cc1csc(NC(=O)NC2(C(F)(F)F)Oc3ccc(Cl)cc3O2)n1 (stereo not drawn) | i | i | i | i | i | -6 | i | i | 1 | i | -6
62 | COc1cccc(NC(=S)N2CCCC2c2ccc(OC)c(OC)c2)c1 (stereo not drawn) | i | i | i | i | i | -9 | i | i | -4 | i | -1
63 | Cc1ccc(C(C(=O)NCCc2ccccc2)N(C(=O)c2csnn2)C2CC2)o1 (stereo not drawn) | i | i | i | i | i | -13 | i | i | 6 | i | 1
64 | Cc1cc(Nc2ccccc2)n(-c2ccc(Br)cc2)n1 | i | i | i | i | i | -6 | i | i | 11 | i | -5
65 | Clc1ccc(-c2cn(-c3ccc(Cl)cc3)c3[n+]2CCCCC3)cc1 | i | i | i | i | i | -8 | i | i | -1 | i | 2
66 | Cc1cc(C)n2nc(C(=O)OCC(=O)NNC(=O)c3ccc(Cl)cc3)nc2n1 | i | i | i | i | i | -18 | i | i | -2 | i | nt

Bioassay records from PubChem BioAssay.
